Pf growth 96h = Primary qHTS for delayed death inhibitors of the malarial parasite plastid, 96 hour incubation; actives 6.9% (n = 320,000); AID 504834, 2011; P. falciparum luciferase reporter growth, 96 h; Potency, µM (highest dose often 28.7 µM), for inactives: at the top dose activity change, negative = inhibition, most hits filed as inhibitors; also: potency is read from the fitted curve at half-maximal effect; % is scaled to controls: 0 for no effect and ±100 for the full control effect
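Parasite growth measured via integrated firefly luciferase reporter in P. falciparum. Infected erythrocytes at 2% hematocrit, 0.05% parasitemia final were treated 96 hours at 37 C under 5% CO2, and luminescence was read.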
Pf growth 48h = Primary qHTS for delayed death inhibitors of the malarial parasite plastid, 48 hour incubation; P. falciparum luciferase growth in erythrocytes, 48 h; Potency, µM (highest dose often 28.7 µM), without a hit: at the top dose activity change, negative = inhibition, actives largely listed as inhibitors; AID 504832, 2011; actives 5.9% (n = 310,000); also: potency is read from the fitted curve at half-maximal effect; % is scaled to controls: 0 for no effect and ±100 for the full control effect
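Firefly luciferase activity from engineered P. falciparum reports growth; inhibitors lower the luminescent signal. Cultures contained 2% hematocrit erythrocytes at 0.1% final parasitemia.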
HCV inh = qHTS Assay for Inhibitors of Hepatitis C Virus (HCV) | Potency, µM (highest dose often 41.8 µM), for inactives: top-dose activity change, negative = inhibition, hits mostly inhibitors | Huh7.5.1 HCVcc-Cre infection, luciferase reporter, 44 h | actives 3.4% (n = 340,000); also: potency is read from the fitted curve at half-maximal effect; % is scaled to controls: 0 for no effect and ±100 for the full control effect
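Infectious HCV cell culture screen: compound-treated cells (1,000/well, pre-plated 4 h) are infected with HCVcc-Cre at roughly 0.5 moi and grown 44 h. Infection is quantified by luciferase signal after 15 min substrate incubation at room temperature.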
LmPK inhibitor = qHTS Assay for Inhibitors of Leishmania Mexicana Pyruvate Kinase (LmPK); AID 1721, 2009; Potency, µM (doses to about 57.5 µM), for the others: at the top dose activity change, negative = inhibition, actives largely listed as inhibitors; actives 0.37% (n = 290,000); purified LmPK, Kinase-Glo ATP luminescence, 1 h; also: potency is read from the fitted curve at half-maximal effect; % is scaled to controls: 0 for no effect and ±100 for the full control effect
Target sequence (Q27686 whole entry, looked up): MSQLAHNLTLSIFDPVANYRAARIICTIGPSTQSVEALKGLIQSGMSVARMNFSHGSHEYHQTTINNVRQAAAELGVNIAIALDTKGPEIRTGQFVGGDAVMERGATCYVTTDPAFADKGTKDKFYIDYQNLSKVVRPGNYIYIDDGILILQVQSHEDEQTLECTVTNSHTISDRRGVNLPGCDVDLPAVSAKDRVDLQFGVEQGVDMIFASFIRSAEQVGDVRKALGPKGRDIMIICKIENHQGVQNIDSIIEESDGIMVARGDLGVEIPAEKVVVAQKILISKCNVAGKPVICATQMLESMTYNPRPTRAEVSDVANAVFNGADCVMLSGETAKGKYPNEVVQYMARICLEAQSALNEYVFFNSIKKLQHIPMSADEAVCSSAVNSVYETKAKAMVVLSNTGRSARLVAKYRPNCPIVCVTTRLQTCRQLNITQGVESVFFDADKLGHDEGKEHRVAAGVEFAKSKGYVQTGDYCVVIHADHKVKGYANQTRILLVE
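In 50 mM imidazole pH 7.2 with 7 mM MgCl2, LmPK (0.1 nM) turned over PEP (0.5 mM) and ADP (0.1 mM) for 1 h at room temperature. Luciferase read-out of ATP.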
TbPYK inhibitor = qHTS of Trypanosoma Brucei Inhibitors; pyruvate kinase (Trypanosoma brucei), Q57TT1; TbPYK enzyme, Kinase-Glo Plus ATP luminescence, 45 min; Potency, µM (series often up to 76.8 µM), for the others: top-dose activity, negative = inhibition, hits mostly inhibitors; actives 0.12% (n = 410,000); AID 624173, 2012; also: potency is read from the fitted curve at half-maximal effect; % is scaled to controls: 0 for no effect and ±100 for the full control effect; nearly all actives have a fitted effect of over 50% in size
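Readout: single end-point luminescence (Kinase-Glo Plus, 10 min). Reaction conditions were TbPYK/substrate plus 130 uM ADP, 45 min at RT, pH 7.2 TEA buffer. No-enzyme wells served as controls, and data were normalized before concentration-response fitting.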
Shiga inhibitor = A qHTS for Small Molecule Inhibitors of Shiga Toxin; Vero cells, Shiga toxin protein synthesis inhibition reporter; inhibition, % at 38.7 µM; actives 9.2% (n = 290,000); in the data active = inhibition mostly above about 28%, no sharp cut-off; inactive = mostly below about 43%; also: 0% is about no effect
Cycloheximide cs = Cycloheximide Counterscreen for Small Molecule Inhibitors of Shiga Toxin; AID 2314, 2010; cell reporter, cycloheximide protein synthesis inhibition counterscreen; max response, %; actives 12% (n = 300,000); in the data active = max response mostly above about 13%, no sharp cut-off; inactive = mostly below about 14%; also: read at 38.3 µM for the half of the compounds with a filed dose; 0% is about no effect
The depositor's hits bear a star; ? = inconclusive; . = not tested or not shown; [ ] = dose if it differs, or a comment. Unless noted, calls follow the shape of the dose curve; as a rule, active = well fitted curve in the direction sought with a large enough effect; inconclusive = small, poorly fitted or top-dose-only effect, or another doubt; inactive = no such curve, though single readings can be large; an effect the other way counts as inactive or inconclusive.

Structure | Pf growth 96h | TbPYK inhibitor | HCV inh | Shiga inhibitor | Pf growth 48h | Cycloheximide cs | LmPK inhibitor
O=C(NCc1ccc(C(F)(F)F)cc1)C1CC(c2cccc(F)c2)=NO1 (stereo unspecified) | 35%[activator] | 1% | -2% | -5 | 82%[activator] | 4 | 4%
COc1ccc(CNC(=O)CCS(=O)(=O)Cc2cccc(Cl)c2)c(OC)c1 | ? | -1% | ? | -3 | 10% | 8 | -7%
COc1ccc(NC(=O)COc2coc(CN3CCc4ccccc43)cc2=O)cc1 | 6% | 2% | 22% | . | 4% | . | .
Cc1ccc(NC(=O)C2CCCN(C3=NS(=O)(=O)c4ccccc43)C2)c(O)c1 (stereo unspecified) | 15µM* | 3% | 24% | . | 12µM* | . | .
Cc1ccc(NC(=O)COC(=O)[C@H](C)NC(=O)c2ccccc2)cc1S(=O)(=O)N1CCOCC1 | 43%[activator] | 2% | 10% | -16 | 2% | -1 | 6%
Cc1ccc(C)c(SCc2noc(C(=O)NCC3CCCO3)c2C(=O)O)c1 (stereo unspecified) | 47%[activator] | 2% | 48%[activator] | -9 | 37%[activator] | -3 | -1%
COc1ccc(CNC(=O)C(c2ccco2)N(Cc2ccccc2)C(=O)Cc2cccs2)cc1 (stereo unspecified) | ? | -18% | 9% | -5 | ? | -1 | 6%
Cc1cc(NC(c2ccc(Cl)cc2)c2ccc3cccnc3c2O)no1 (stereo unspecified) | 0.33µM* | -7% | 2.5µM* | -19 | . | -1 | 0%
O=C(O)c1ccccc1-c1ccc(C=C2C(=O)N(c3ccccc3)C(=S)N(c3ccccc3)C2=O)o1 | 12µM* | ? | -3% | . | 24% | 12 | 18%
O=C(Nc1ccc(-n2cnnn2)cc1)C1CCC1 | ? | 4% | 16% | 31 | 17% | 3 | -3%
CCCCOC(=O)C1=C(C)Nc2ncnn2C1c1cccc(OC)c1 (stereo unspecified) | 8% | 0% | 12% | 11 | 21% | -2 | 0%
COc1ccc(C(=O)OCC(=O)NCc2ccc3c(c2)OCO3)cc1[N+](=O)[O-] | -18% | -10% | -12% | -14 | 25% | -9 | 4%
CCOc1cc(CNc2ncc(-c3ccc(OC)cc3)n2C)ccc1O | 20%[5.75 µM] | 15% | -30% | -21 | ? | -3 | -5%
O=C(c1cc2cc(F)ccc2[nH]1)N1CCN(c2ccc(F)cc2)CC1 | -28% | 7% | -4% | -5 | -3% | 3 | 1%
Cc1ccc(SCCC(=O)N(C)C)cc1 | 1% | 8% | 29% | 23 | 57%[activator] | 17* | -12%
C/C=C(\C)CN1CCc2cc(OC)c(OC)cc2C1 | 33%[activator] | 4% | 9% | 15 | 14% | 2 | -5%
COc1ccc(NC(=O)/C(C#N)=C\c2ccc(-c3cc(C(=O)O)ccc3C)o2)cc1 | 101%[activator] | -4% | 10% | 9 | 17% | 1 | 4%
N#CCCN(CCC#N)c1nnc(-c2ccccc2)s1 | -2% | -9% | 5% | 32 | -25% | -4 | 1%
CCOc1ccc2c(c1)-c1c(ssc1=S)C(C)(C)N2C | . | -9% | ? | 80 | 24% | 20 | -3%
CCC(C)(C)NC(=O)C(c1ccc(F)cc1)N(CCOC)C(=O)CCC(=O)Nc1nccs1 (stereo unspecified) | -9% | 0% | 2% | -11 | -12% | 1 | -3%
Cc1ccnc(NC2(C(F)(F)F)N=C(c3ccccc3)NC2=O)c1 (stereo unspecified) | 55%[activator] | -3% | 11% | -19 | 13% | 1 | -1%
CCN(CC)S(=O)(=O)c1ccc(N2CCOCC2)c(NC(=O)CC2OC(=O)c3ccccc32)c1 (stereo unspecified) | ? | 1% | 14% | . | ? | . | .
O=C(O)c1ccc(S(=O)(=O)N2CCCCCC2)cc1 | . | -4% | 3% | -5 | . | -5 | 2%
Cc1onc(-c2ccccc2Cl)c1C(=O)N1CCOC12CCN(c1cccc(F)n1)CC2 | ? | 0% | 12% | 20 | ? | -1 | 6%
COc1ccc([C@@H]2CC=C(C(=O)O)[C@H](c3ccccc3)N2S(=O)(=O)c2ccc(C)cc2)cc1OC | ? | 1% | 13% | . | ? | . | .
O=C(N/N=C/c1cc2c(cc1Br)OCO2)c1cc2ccccc2o1 | -3% | 1% | ? | 12 | ? | 20 | 0%
CCOC(=O)C1CCCN(C(=O)CSc2ccccc2)C1 (stereo unspecified) | 51%[activator] | 34%[activator] | 15% | 64* | 14% | 43* | -4%
CN(C(=O)c1cccc(Nc2ccc(-c3ccc4c(c3)OCCO4)nn2)c1)C1CCCCC1 | 39%[activator] | -12% | ? | 64* | ? | 53* | ?
CNC(=O)N(O)C1N(/N=C/c2c(F)cccc2Cl)C(=S)SC1(C)C (stereo unspecified) | 5% | -5% | -3% | 26 | 7% | 4 | 2%
CSc1nc2n(n1)C(c1cccs1)C1=C(CCCC1=O)N2 (stereo unspecified) | 63%[activator] | -21% | 15% | 21 | 2% | 1 | 3%

Reprinted from the listing, eleven compounds:
Structure | Pf growth 96h | TbPYK inhibitor | HCV inh | Shiga inhibitor | Pf growth 48h | Cycloheximide cs | LmPK inhibitor
Cc1ccc(NC(=O)COC(=O)[C@H](C)NC(=O)c2ccccc2)cc1S(=O)(=O)N1CCOCC1 | 43%[activator] | 2% | 10% | -16 | 2% | -1 | 6%
Cc1ccc(C)c(SCc2noc(C(=O)NCC3CCCO3)c2C(=O)O)c1 (stereo unspecified) | 47%[activator] | 2% | 48%[activator] | -9 | 37%[activator] | -3 | -1%
COc1ccc(CNC(=O)C(c2ccco2)N(Cc2ccccc2)C(=O)Cc2cccs2)cc1 (stereo unspecified) | ? | -18% | 9% | -5 | ? | -1 | 6%
Cc1cc(NC(c2ccc(Cl)cc2)c2ccc3cccnc3c2O)no1 (stereo unspecified) | 0.33µM* | -7% | 2.5µM* | -19 | . | -1 | 0%
O=C(O)c1ccccc1-c1ccc(C=C2C(=O)N(c3ccccc3)C(=S)N(c3ccccc3)C2=O)o1 | 12µM* | ? | -3% | . | 24% | 12 | 18%
O=C(Nc1ccc(-n2cnnn2)cc1)C1CCC1 | ? | 4% | 16% | 31 | 17% | 3 | -3%
CCCCOC(=O)C1=C(C)Nc2ncnn2C1c1cccc(OC)c1 (stereo unspecified) | 8% | 0% | 12% | 11 | 21% | -2 | 0%
COc1ccc(C(=O)OCC(=O)NCc2ccc3c(c2)OCO3)cc1[N+](=O)[O-] | -18% | -10% | -12% | -14 | 25% | -9 | 4%
CCOc1cc(CNc2ncc(-c3ccc(OC)cc3)n2C)ccc1O | 20%[5.75 µM] | 15% | -30% | -21 | ? | -3 | -5%
O=C(c1cc2cc(F)ccc2[nH]1)N1CCN(c2ccc(F)cc2)CC1 | -28% | 7% | -4% | -5 | -3% | 3 | 1%
Cc1ccc(SCCC(=O)N(C)C)cc1 | 1% | 8% | 29% | 23 | 57%[activator] | 17* | -12%

The list goes on:
Structure | Pf growth 96h | TbPYK inhibitor | HCV inh | Shiga inhibitor | Pf growth 48h | Cycloheximide cs | LmPK inhibitor
CC(=NCC1CCCO1)c1c(O)[nH]c(=O)[nH]c1=O (stereo unspecified) | 6%[5.75 µM] | -11% | 10% | -3 | 12% | 1 | 2%
COc1ccc(C(=O)OC(C)C(=O)NCC2CCCCC2)cc1S(=O)(=O)N1CCOCC1 (stereo unspecified) | ? | -10% | 1% | . | ? | . | .
CCCCc1ccc(NS(=O)(=O)c2cccc(C(=O)N3CCNC(=O)C3)c2)cc1 | 12% | -7% | -7% | . | ? | . | .
CCCc1nnc(NC(=O)c2c(O)c3cccc4c3n(c2=O)CCC4)s1 | ? | . | 20% | -14 | -1% | -4 | 1%
O=C(NCc1ccco1)C(c1ccncc1)N(C(=O)Cn1nnc2ccccc21)c1ccccc1 (stereo unspecified) | 0% | 2% | 5% | -3 | -14% | -2 | -3%
O=C(Nc1ccc(F)cc1)C(Sc1nc2ccccc2[nH]1)c1ccccc1 (stereo unspecified) | ? | -8% | ? | 10 | ? | -1 | -2%
Cc1oc(=O)c(NC(=O)c2cccc(Cl)c2)cc1C(=O)c1ccccc1 | 49%[activator] | ? | ? | 68* | ? | 31* | -2%
O=C(CSc1ncnc2ccccc12)N1CCCC1 | -4% | -1% | 5% | 51 | . | 19 | 1%
Cc1cc(OCC(=O)NC(Cc2ccc(Cl)cc2)C(=O)O)c2c(C)c(C)c(=O)oc2c1 (stereo unspecified) | 6% | -18% | 31%[activator] | -1 | -6% | 1 | -2%
Cc1ccc(NC(=O)CSc2nnc(-c3cnccn3)n2Cc2ccco2)cc1C | -3%[5.75 µM] | -2% | ? | 0 | -4% | 6 | -2%
CCCCCc1c(C)nc(NCc2ccccc2)[nH]c1=O | . | -7% | . | 8 | 2.1µM* | 16 | 9%
COc1ccc(-c2c(C#Cc3ccsc3)c3ccccc3n2C)cc1 | 3.3µM* | -17% | ? | 39* | ? | 23* | -1%
COc1ccc(NC(=O)c2ccc3c(c2)C(=O)N(CC2CCCO2)C3=O)cc1 (stereo unspecified) | ? | -3% | -1% | 21 | 12% | -2 | 8%
Cc1ccc(S(=O)(=O)Nc2nc(C)c(NC(=O)Nc3ccc(Cl)cc3Cl)s2)cc1 | 88% | -13% | -3% | 3 | -13% | -3 | 3%
O=C(COC(=O)c1cccnc1Cl)Nc1ccc2c(c1)OCCO2 | 29% | 3% | -5% | 115* | 26% | 49* | -2%
COc1ccccc1NC(=O)CSc1ccc2nnc(-c3ccccn3)n2n1 | ? | 3% | -2% | -4 | -23% | -2 | 1%
O=C(CSc1ncnc2c1nnn2-c1ccc(F)cc1)NCC1CCCO1 (stereo unspecified) | . | 1% | -3% | -6 | 3% | -4 | 1%
CN(C)C(=O)CCN1CCOCC1 | 7% | 3% | 8% | 19 | 44%[activator] | -1 | 2%
CCCCc1c(C)nc2ccc(Br)cc2c1SC(N)N | 13% | 2% | -13% | -11 | ? | -3 | 5%
O=C1c2ccc(Cl)cc2S(=O)(=O)c2cccc(C(=O)N3CCN(c4ccc(Cl)cn4)CC3)c21 | 35%[activator] | -8% | ? | . | -7% | . | .
COc1cc(-c2nc3sc(C)c(C)c3c(=O)o2)cc(OC)c1OC | ? | -3% | 12% | 23 | 0% | -3 | 3%
O=C(CCNc1ccc(F)cc1)c1cccc([N+](=O)[O-])c1 | 0% | -6% | -8% | -5 | 2% | 12 | 6%
Cc1ccc(S(=O)(=O)N2CCN(C(=O)c3cc(-c4cccs4)nn3-c3ccccc3)CC2)cc1 | 7% | -4% | -1% | . | -2% | . | .
COc1ccc(NS(=O)(=O)c2cnc[nH]2)cc1 | 5% | 2% | -6% | -9 | 3% | -3 | 4%
COCCN1CC(CNC(=O)c2cc(COc3ccc(C)c(C)c3)on2)CC1=O (stereo unspecified) | 31%[activator] | 1% | 4% | 21 | 7% | 14 | 4%
Fc1ccc(CN2CCN(c3ccc(Cl)cc3)CC2)cc1 | -23% | 4% | -8% | 18 | 5% | 13 | 2%
COc1ccccc1CNC(=O)CSc1nc(N)c(C#N)c(-c2cccs2)c1C#N | ? | -6% | -30% | 27 | ? | -1 | 6%
CCCc1cc(N2CCCC(C(=O)NCc3ccc4c(c3)OCO4)C2)n2ncnc2n1 (stereo unspecified) | -17% | -4% | 0% | 17 | ? | -1 | -3%

Assay outcomes (PubChem BioAssay)

Compounds as they come, and some 24% of all compounds hit somewhere here.
